Compound activity as filed in PubChem BioAssay.
PrPC TRFRET = cell surface PrPC inhibition, primary TR-FRET screen | P04156 | 370,000 tested, 0.43% active | TR-FRET read-out | AID 720596 | inhibition, % at 13.8 µM; in the data active = inhibition above about 24%; note: 0% = median of the test wells and 100% = reference compound wells
3CLpro inhibitor = SARS-CoV 3CLpro protease inhibition; P0C6X7; recombinant SARS-CoV 3CLpro, quenched FRET peptide cleavage; inhibition, % at 6 µM; 290,000 tested, 0.14% active; AID 1706; in the data active = inhibition above about 12%
DUSP3 inh = blocks human VHR1 dual specificity phosphatase; P51452; recombinant VHR phosphatase, pNPP absorbance; inhibition, % at 13.3 µM; 290,000 tested, 0.52% active; in the data active = inhibition above about 50%; note: some compounds called inactive have numbers as strong as hits
Target sequence (P51452 whole entry, looked up): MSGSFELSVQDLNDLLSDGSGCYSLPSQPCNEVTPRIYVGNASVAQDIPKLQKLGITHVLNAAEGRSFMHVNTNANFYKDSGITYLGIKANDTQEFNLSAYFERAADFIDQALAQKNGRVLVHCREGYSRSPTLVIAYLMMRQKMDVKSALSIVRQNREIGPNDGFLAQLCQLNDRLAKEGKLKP
PriA SSB inh = blocks PriA binding to SSB C-terminal tail | AlphaScreen SSBct-PriA binding, biotinylated peptide | inhibition, % at 33 µM | 430,000 tested, 0.6% active; in the data active = inhibition mostly above about 37%, no sharp cut-off; inactive = mostly below about 20%;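 note: plate controls were negative control peptide for no effect and reference peptide for full effect; strong numbers were not always called active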
Rv3671c inh = inhibitors of M. tuberculosis serine protease Rv3671c; inhibition, % at 5.96 µM; 320,000 tested, 0.048% active; P9WHR9; in the data active = inhibition above about 38%;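 note: extracellular domain of Rv3671c used as enzyme; 0% = enzyme with DMSO and 100% = no enzyme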
Target sequence (P9WHR9 whole entry, looked up, the tested form may be a part): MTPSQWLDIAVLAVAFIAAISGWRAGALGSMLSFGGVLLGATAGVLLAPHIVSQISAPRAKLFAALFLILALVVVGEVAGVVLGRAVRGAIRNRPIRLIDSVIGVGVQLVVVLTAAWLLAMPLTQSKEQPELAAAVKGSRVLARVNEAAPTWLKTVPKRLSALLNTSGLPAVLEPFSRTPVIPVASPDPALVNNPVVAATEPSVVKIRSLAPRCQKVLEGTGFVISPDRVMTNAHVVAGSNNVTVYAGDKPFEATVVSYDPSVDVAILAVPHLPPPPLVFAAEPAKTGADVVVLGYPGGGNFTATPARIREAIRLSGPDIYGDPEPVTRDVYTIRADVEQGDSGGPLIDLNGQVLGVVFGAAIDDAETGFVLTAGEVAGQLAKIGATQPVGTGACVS
BH1578 lux ind = induces V. cholerae light production without autoinducers; 350,000 tested, 0.16% active; activation, % at 18.7 µM; V. cholerae BH1578 lux reporter, luminescence, 6 h; AID 588436; in the data active = activation mostly above about 9.7%, no sharp cut-off; note: not every result past the cut was called active; inactives centre near 0; reference of the scale not given here
CCHFV vOTU inh = blocks the CCHF virus ovarian tumor domain protease; AID 651958; CCHFV vOTU protease, Pep-AMC fluorescence; inhibition, % at 11.5 µM; 370,000 tested, 0.55% active; in the data active = inhibition above about 30%; note: 0% = vehicle wells with enzyme and 100% = no enzyme wells
TcdB GH inh = inhibitors of Clostridioides difficile toxin B glycohydrolase; P18177; TcdB glycohydrolase enzymatic assay, plate reader; inhibition, % at 9.99 µM; 350,000 tested, 0.24% active; AID 652162; in the data active = inhibition above about 10%
MazEF act = MazEF (E. coli) toxin RNase activation; AID 504720; FAM/BHQ RNA-DNA oligo cleavage fluorescence, 5 h; P0AE70; activation, % at 20 µM; 350,000 tested, 0.32% active; in the data active = activation above about 50%
Target sequence (P0AE70 whole entry, looked up): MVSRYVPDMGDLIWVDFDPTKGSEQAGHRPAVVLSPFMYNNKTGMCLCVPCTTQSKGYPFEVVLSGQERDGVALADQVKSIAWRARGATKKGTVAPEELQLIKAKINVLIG
Y pestis TopoI = blocks Yersinia pestis topoisomerase I activity; 360,000 tested, 0.064% active; Y. pestis Topo-I cleavage product accumulation, plate reader; activity, % at 10 µM; AID 504884; in the data active = activity above about 50%, passing the limit was not always enough; note: inactives centre near 2
Starred values were filed as active, the others as inactive; & = joins results of further samples. The list is partial (hit frequency here may not be typical).

Screening O=C(CCCOc1ccc(Cl)cc1)Nc1cccc(C(=O)O)c1 returned PrPC TRFRET 9, 3CLpro inhibitor -1, DUSP3 inh 16, PriA SSB inh -18, Rv3671c inh -3, BH1578 lux ind inactive, CCHFV vOTU inh 11, TcdB GH inh -1.8, MazEF act 12 and Y pestis TopoI 0.
COc1cccc(CNC(=O)c2ccc(NC(=O)CC3SC(N4CCCC4)=NC3=O)cc2)c1 (configuration not stated) was read as PrPC TRFRET -2, PriA SSB inh -16, Rv3671c inh -10, BH1578 lux ind inactive, CCHFV vOTU inh 9, TcdB GH inh 0.5, MazEF act -5 and Y pestis TopoI 21.
CCCS(=O)(=O)NC(=O)C1(C)CCN(C(=O)c2ccccc2OC(F)(F)F)C1 (configuration not stated) was read as PrPC TRFRET -2, BH1578 lux ind 0.4, CCHFV vOTU inh -4, TcdB GH inh -0.6 and Y pestis TopoI 6.
For CN(C)S(=O)(=O)c1ccc(Cl)c(C(=O)NNC(=O)Cn2ccc(C(F)(F)F)n2)c1 the results were PrPC TRFRET 2, PriA SSB inh 2, BH1578 lux ind -1.1, CCHFV vOTU inh -2, TcdB GH inh 0.7, MazEF act 1 and Y pestis TopoI -7.
For CCc1nc2ccc(C(=O)Nc3cc(-c4ccccc4)ccc3OC)cn2c1N(C=O)CCC(C)C the results were PrPC TRFRET -5, BH1578 lux ind -0.1, CCHFV vOTU inh -7, TcdB GH inh 0.4 and Y pestis TopoI 27.
`CCCCC(=O)N=c1sc2c(OC)ccc(OC)c2n1C` gave PrPC TRFRET -1, 3CLpro inhibitor 0, DUSP3 inh 5, PriA SSB inh -13, Rv3671c inh -4, BH1578 lux ind -0.7, CCHFV vOTU inh 3, TcdB GH inh 2.0, MazEF act 4 and Y pestis TopoI -1.
Screening Cc1ccc(NC(=O)CN2C(=O)COc3ccc(S(=O)(=O)N4CCOCC4)cc32)cc1F returned PrPC TRFRET 5, 3CLpro inhibitor 0, DUSP3 inh 2, PriA SSB inh -5, Rv3671c inh -4, BH1578 lux ind inactive, CCHFV vOTU inh 1, TcdB GH inh 1.6, MazEF act 7 and Y pestis TopoI -4.
CC[C@H](C)NC(=O)CCCCCn1c(=S)[nH]c2c([nH]c3ccc(OC)cc32)c1=O was read as PrPC TRFRET -1, 3CLpro inhibitor -2, DUSP3 inh 45, PriA SSB inh -11, Rv3671c inh -10, BH1578 lux ind 0.5, CCHFV vOTU inh 5, TcdB GH inh 0.7, MazEF act 5 and Y pestis TopoI -4.
Cc1cc(C)c2c(N)c(C(=O)NN3CC(=O)N(c4cccc(Cl)c4)CC3=O)sc2n1 was read as PrPC TRFRET 1, 3CLpro inhibitor 3, DUSP3 inh 21, PriA SSB inh -6, Rv3671c inh 4, BH1578 lux ind -0.3, CCHFV vOTU inh -22, TcdB GH inh -0.9, MazEF act 4 and Y pestis TopoI 0.
For O=C(/C=C/c1ccc(Br)o1)Nc1nccs1 the results were PrPC TRFRET -3, 3CLpro inhibitor -1, DUSP3 inh 13, PriA SSB inh -4, Rv3671c inh -17, BH1578 lux ind -0.3, CCHFV vOTU inh -3, TcdB GH inh -0.7, MazEF act 0 and Y pestis TopoI -11.
Screening O=S1CCCSC1c1cccnc1 (configuration not stated) returned PrPC TRFRET 8, 3CLpro inhibitor 1, DUSP3 inh 2, PriA SSB inh -16, Rv3671c inh -2, BH1578 lux ind -2.7, CCHFV vOTU inh -5, MazEF act 0 and Y pestis TopoI 0.
`Cc1ccc(S(=O)(=O)CC(=O)c2cc(C)c(O)c(C)c2)cc1` gave PrPC TRFRET -4, 3CLpro inhibitor 2, DUSP3 inh 2, PriA SSB inh 5, Rv3671c inh 7, BH1578 lux ind -0.5, CCHFV vOTU inh -9, TcdB GH inh 1.5, MazEF act 8 and Y pestis TopoI -7.
Screening COc1ccc(NC2CCCN(C(=O)CCN3CCCO3)C2)cc1 (configuration not stated) returned PrPC TRFRET 8, 3CLpro inhibitor -6, DUSP3 inh 0, PriA SSB inh 7, Rv3671c inh -8, BH1578 lux ind -0.6, CCHFV vOTU inh 11, TcdB GH inh 1.7, MazEF act 5 and Y pestis TopoI -2.
CC(=O)Nc1cc2nn(-c3ccccc3)nc2cc1Cl was read as PrPC TRFRET -7, 3CLpro inhibitor -4, DUSP3 inh 29, PriA SSB inh -7, Rv3671c inh 5, BH1578 lux ind inactive, CCHFV vOTU inh -3, MazEF act 6 and Y pestis TopoI 7.
COc1ccc(NC(=O)c2cccc3c2C(=O)N(C2CCCCC2)C3)cc1 was read as PrPC TRFRET 0, 3CLpro inhibitor 8, DUSP3 inh -4, PriA SSB inh 3, Rv3671c inh -12, BH1578 lux ind -0.5, CCHFV vOTU inh 4, TcdB GH inh 0.7, MazEF act 4 and Y pestis TopoI 38.
`CCN(C(=O)CSc1ccccn1)C1CCCCC1` gave PrPC TRFRET -5, PriA SSB inh 12, Rv3671c inh 3, BH1578 lux ind -0.7, CCHFV vOTU inh 3, TcdB GH inh -2.8, MazEF act 5 and Y pestis TopoI 4.
For O=C(CSc1nnc(CNC(=O)C23CC4CC(CC(C4)C2)C3)n1-c1ccc(F)cc1)Nc1ccccc1 the results were PrPC TRFRET -3, 3CLpro inhibitor -1, DUSP3 inh 7, PriA SSB inh -17&-10, Rv3671c inh -11, BH1578 lux ind -0.3, CCHFV vOTU inh 4, MazEF act 0 and Y pestis TopoI 23.
For Brc1ccccc1Cn1c(-c2cscn2)nc2ccccc21 the results were PrPC TRFRET 13, 3CLpro inhibitor 1, DUSP3 inh -8, PriA SSB inh -19, Rv3671c inh 1, BH1578 lux ind -0.5, CCHFV vOTU inh -3, MazEF act 14 and Y pestis TopoI 9.
For Cc1ccc(C(=O)/C=C2\NCC(C)NC2=O)cc1 (configuration not stated) the results were PrPC TRFRET -30, 3CLpro inhibitor -3, DUSP3 inh 16, Rv3671c inh -11, BH1578 lux ind -18, CCHFV vOTU inh 1, MazEF act 1 and Y pestis TopoI 5.
Screening O=C(CSc1ccccc1C(=O)O)NCC1CCCCC1 returned PrPC TRFRET -8, 3CLpro inhibitor -2, DUSP3 inh 36, PriA SSB inh 4, Rv3671c inh -5, BH1578 lux ind -0.2, CCHFV vOTU inh -11, TcdB GH inh 0.4, MazEF act 8 and Y pestis TopoI 4.
`CC1CCCCC1NC(=O)CSc1nc2ccccc2[nH]1` (configuration not stated) gave PrPC TRFRET 4, 3CLpro inhibitor 1, DUSP3 inh 17, PriA SSB inh -15, Rv3671c inh 8, BH1578 lux ind inactive, CCHFV vOTU inh -1, TcdB GH inh 1.4, MazEF act 11 and Y pestis TopoI 7.
N#C/C(=C(\O)c1ccco1)c1ccccn1 was read as PrPC TRFRET -9, 3CLpro inhibitor 1, DUSP3 inh -1, Rv3671c inh 8, BH1578 lux ind inactive, CCHFV vOTU inh 10, MazEF act -4 and Y pestis TopoI 5.
`C[C@]12CCC3C(CC[C@H]4CCCC[C@]34C)C1CC[C@@]2(O)CNCCO` (some centres not stated) gave PrPC TRFRET -1, 3CLpro inhibitor 3, DUSP3 inh 6, PriA SSB inh -2, BH1578 lux ind -11, CCHFV vOTU inh -4, TcdB GH inh 1.9, MazEF act -4 and Y pestis TopoI 0.
Screening Cc1ccc(Cl)cc1N1CCN(S(=O)(=O)c2c(C)[nH]c(=O)[nH]c2=O)CC1 returned PrPC TRFRET -2, 3CLpro inhibitor 1, DUSP3 inh 26, PriA SSB inh -7, Rv3671c inh -7, BH1578 lux ind inactive, CCHFV vOTU inh 11, MazEF act -3 and Y pestis TopoI 16.
`CCOc1ccc(NC(=O)CSc2nc3ccsc3c(=O)n2CCCCC(=O)O)cc1` gave PrPC TRFRET -4, BH1578 lux ind inactive, CCHFV vOTU inh -2, TcdB GH inh 0.5, MazEF act -2 and Y pestis TopoI 2.
Cc1ccc(S(=O)(=O)N/N=C/c2c(C)nn(-c3ccccc3)c2C)cc1 was read as PrPC TRFRET 3, 3CLpro inhibitor 3, DUSP3 inh 23, Rv3671c inh -8, BH1578 lux ind -2.2, CCHFV vOTU inh 2, MazEF act 4 and Y pestis TopoI 15.
`CCN(CCO)c1ncnc2onc(-c3ccc(F)cc3)c12` gave PrPC TRFRET 5, 3CLpro inhibitor -1, DUSP3 inh 10, PriA SSB inh -17, Rv3671c inh -4, BH1578 lux ind inactive, CCHFV vOTU inh -8, TcdB GH inh 0.6, MazEF act -1 and Y pestis TopoI -2.
`O[C@@H]1CN(CC2CCCCC2)[C@@H](c2ccc(Cl)cc2)C[C@H]1n1cc(-c2ccc(F)cc2)nn1` gave PrPC TRFRET 5, BH1578 lux ind -0.2, CCHFV vOTU inh 7, TcdB GH inh 0.5, MazEF act 2 and Y pestis TopoI -7.
For N#CC(C#N)=Cc1cccn1-c1ccc(C(=O)O)cc1 the results were PrPC TRFRET -10, 3CLpro inhibitor -2, DUSP3 inh 3, PriA SSB inh 6, Rv3671c inh 7, BH1578 lux ind -0.4, CCHFV vOTU inh -2, TcdB GH inh 0.8, MazEF act 1 and Y pestis TopoI 4.
For O=C(COC(=O)/C=C/c1cccc(C(F)(F)F)c1)NC(=O)NCc1ccccc1 the results were PrPC TRFRET -7, PriA SSB inh 33, BH1578 lux ind -5.6, CCHFV vOTU inh -10, TcdB GH inh 3.3, MazEF act -1 and Y pestis TopoI 17.
`COc1ccccc1NC(=O)NNC(=O)c1ccc2c(c1)NC(=O)C(C)(C)O2` gave PrPC TRFRET -2, 3CLpro inhibitor -7, DUSP3 inh 7, PriA SSB inh 7, Rv3671c inh 5, BH1578 lux ind inactive, CCHFV vOTU inh -20, TcdB GH inh -0.7, MazEF act 8 and Y pestis TopoI -5.
For CCC(=O)Nc1cccc(NC(=O)CSc2nnnn2C)c1 the results were PrPC TRFRET -3, 3CLpro inhibitor -5, DUSP3 inh 28, PriA SSB inh -10, Rv3671c inh -1, BH1578 lux ind 3.6, CCHFV vOTU inh -3, MazEF act 3 and Y pestis TopoI 8.
CCCCOc1ccc(OCCNC(=O)c2ccco2)cc1 was read as PrPC TRFRET 3, 3CLpro inhibitor -6, DUSP3 inh -10, PriA SSB inh -7, Rv3671c inh -10, BH1578 lux ind -0.2, CCHFV vOTU inh 8, TcdB GH inh -3.6, MazEF act 3 and Y pestis TopoI 12.
Screening COc1ccc(OCCCCOc2ccccc2Cl)cc1 returned PrPC TRFRET -4, 3CLpro inhibitor 0, DUSP3 inh 10, PriA SSB inh -56, Rv3671c inh -1, BH1578 lux ind -7.1, CCHFV vOTU inh -14, MazEF act -3 and Y pestis TopoI 20.
Screening CCC(NC(=O)c1ccccc1O)c1ccccc1 (configuration not stated) returned PrPC TRFRET 2, 3CLpro inhibitor 2, DUSP3 inh 22, PriA SSB inh -24, Rv3671c inh -7, BH1578 lux ind inactive, CCHFV vOTU inh -15, MazEF act -3 and Y pestis TopoI -11.
Screening CCOc1cc(C=O)ccc1OS(=O)(=O)c1ccc(NC(C)=O)cc1 returned PrPC TRFRET 9, 3CLpro inhibitor 3, DUSP3 inh -8, PriA SSB inh -5, Rv3671c inh 3, BH1578 lux ind -0.2, CCHFV vOTU inh 0, TcdB GH inh -1.6, MazEF act 0 and Y pestis TopoI 0.
COc1ccc(N(CC(=O)Nc2ccc(C)c(F)c2)S(=O)(=O)c2c(C)noc2C)cc1 was read as PrPC TRFRET -1, 3CLpro inhibitor 6, DUSP3 inh 8, PriA SSB inh -11, Rv3671c inh -17, BH1578 lux ind inactive, CCHFV vOTU inh 16, TcdB GH inh 0.9, MazEF act 8 and Y pestis TopoI 15.
